NR3A LBD binder: NR3A (human) ligand-binding domain modulation. NR3A LBD differential scanning fluorimetry, Tm shift; 0% = protein alone, 100% = glycine-bound protein. Tm shift relative to glycine control, % at 25 µM. 340,000 tested, 2.5% active;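 active means melting temperature shift of at least 10% of the positive control shift, at one fixed dose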
CXCR6 inh: CXCR6 (human) receptor inhibition; CHO-K1 PathHunter CXCR6 beta-arrestin, luminescence; inhibition, % at 20 µM; 360,000 tested, 0.36% active; in the data active means inhibition above about 34%, passing the limit was not always enough;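 further: antagonist mode with CXCL16 agonist at 10 nM final; 0% = 10 nM CXCL16 with DMSO and 100% = unstimulated wells without agonist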
Target sequence (O00574 whole entry, looked up): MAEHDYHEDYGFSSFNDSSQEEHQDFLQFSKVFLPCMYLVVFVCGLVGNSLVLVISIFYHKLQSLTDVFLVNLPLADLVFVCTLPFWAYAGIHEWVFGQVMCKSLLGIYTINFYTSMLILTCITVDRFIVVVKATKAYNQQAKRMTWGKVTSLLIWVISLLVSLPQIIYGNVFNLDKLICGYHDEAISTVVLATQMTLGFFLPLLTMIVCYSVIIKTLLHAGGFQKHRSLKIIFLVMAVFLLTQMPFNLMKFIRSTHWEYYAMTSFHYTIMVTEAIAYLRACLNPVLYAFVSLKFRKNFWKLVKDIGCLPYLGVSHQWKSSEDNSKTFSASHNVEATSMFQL
MPTP inh: permeability transition pore inhibition. AID 602449. 360,000 tested, 1.4% active. inhibition, % at 10 µM. isolated mouse mitochondria, Ca2+ swelling absorbance, 30 min;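 active means inhibition of 50% or more, scaled per plate between neutral and stimulator controls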;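 further: 0% = DMSO wells given calcium and 100% = 1 mM EGTA wells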
APOBEC3A inh: inhibitors of human APOBEC3A DNA deaminase. P31941. recombinant A3A, FAM/TAMRA ssDNA deamination fluorescence. inhibition, % at 20 µM. 330,000 tested, 0.41% active;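 active means at least 40% inhibition at 20 µM here, with at most 30% in a related deaminase screen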;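 further: plate controls were A3A with DMSO for no effect and wells lacking A3A enzyme for full effect; some results filed as inactive read as strong as hits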
Target sequence (P31941 whole entry, looked up): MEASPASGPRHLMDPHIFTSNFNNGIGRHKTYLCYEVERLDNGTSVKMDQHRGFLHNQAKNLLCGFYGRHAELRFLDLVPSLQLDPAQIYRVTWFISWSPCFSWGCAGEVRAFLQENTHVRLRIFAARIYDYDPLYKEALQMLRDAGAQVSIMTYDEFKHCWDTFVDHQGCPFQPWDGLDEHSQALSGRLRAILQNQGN
Gli-Sufu antag: antagonists of Gli-Sufu signaling | Sufu-KO-LIGHT fibroblasts, Gli luciferase reporter luminescence | inhibition, % at 5 µM | 340,000 tested, 0.74% active | AID 588413;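 active means inhibition above about 55%, limit read from the data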;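 further: 0% = DMSO-treated cells and 100% = wells with medium but no cells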
CCR6 antagonist: CCR6 (human) receptor antagonism; P51684; CHO-K1 CCR6 PathHunter beta-arrestin, luminescence, CCL20-stimulated; inhibition, % at 20 µM; 340,000 tested, 0.49% active;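 active means compounds whose inhibition of the agonist-driven luminescence signal at 20 µM reaches about 50%, limit read from the data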;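 further: cells stimulated with CCL20 at 14 nM final; plate controls were DMSO with CCL20 for no effect and DMSO without agonist for full effect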
EBI2 block: EBI2 (human) antagonism; P32249; EBI2 beta-arrestin recruitment, luminescence, 7a,25-OHC stimulated; inhibition, % at 5 µM; 360,000 tested, 0.81% active; in the data active means inhibition above about 38%;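 further: enzyme fragment complementation signal reports receptor beta-arrestin coupling in cells; 0% = agonist plus DMSO wells and 100% = wells without agonist; some results beyond the cut were filed as inactive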
Target sequence (P32249 whole entry, looked up, the tested form may be a part): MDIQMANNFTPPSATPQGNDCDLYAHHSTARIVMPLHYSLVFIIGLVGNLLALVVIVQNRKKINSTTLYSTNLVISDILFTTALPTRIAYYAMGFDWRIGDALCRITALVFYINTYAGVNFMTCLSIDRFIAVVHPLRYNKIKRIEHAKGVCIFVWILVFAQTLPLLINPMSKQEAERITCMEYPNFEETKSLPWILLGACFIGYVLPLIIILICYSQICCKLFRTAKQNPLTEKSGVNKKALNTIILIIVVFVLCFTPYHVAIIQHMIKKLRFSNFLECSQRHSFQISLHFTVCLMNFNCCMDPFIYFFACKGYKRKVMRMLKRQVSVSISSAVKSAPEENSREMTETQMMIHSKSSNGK
APOBEC3G inh: inhibitors of human APOBEC3G DNA deaminase; Q9HC16; recombinant A3G, ssDNA deamination FAM/TAMRA fluorescence; inhibition, % at 20 µM; 330,000 tested, 0.28% active; AID 493012;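 active means inhibition of at least 40% at 20 µM, with no more than 30% in the related APOBEC3A deaminase screen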;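 further: plate controls were DMSO wells with A3G for no effect and wells lacking A3G enzyme for full effect; some compounds called inactive have numbers as strong as hits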
* hit, by the source's call; . = no result given. These rows are one share of the data; rates above refer to the full screens.

SMILES | NR3A LBD binder | CXCR6 inh | MPTP inh | APOBEC3A inh | Gli-Sufu antag | CCR6 antagonist | EBI2 block | APOBEC3G inh
COc1cc(C(=O)OC2C[C@H]3CC[C@@H](C2)N3C)ccc1O (some centres undefined) | 0 | 1 | 6.6 | -4 | 34 | 12 | -4 | -8
CCOC(=O)C1(CCc2ccccc2)CCN(CC(O)CO)CC1 (centres undefined) | 4 | -1 | 0.1 | 0 | 6 | -3 | -2 | -5
Clc1ccc(C(OCCN2CCCCC2)c2ccccc2)cc1 (centres undefined) | 1 | 6 | 3.8 | -4 | 13 | 17 | 4 | -10
O=C1NC(=O)N(Cc2ccccc2)C(=O)C1Cc1ccccc1 (centres undefined) | 0 | 0 | -1.0 | . | -21 | -14 | -11 | .
CCN(CC)c1ccc(/C=C/[N+](=O)[O-])cc1 | 1 | 40* | 12 | -1 | -2 | 44 | 0 | -9
COc1cc(C=C2C(=O)NC(=O)NC2=O)ccc1O | 7 | 0 | -1.9 | 1 | -1 | -3 | 9 | -3
CCN(CC)CCCN=C(C)c1c(O)n(-c2ccc(C)cc2)c(=O)[nH]c1=O | -1 | -4 | -1.3 | -7 | 5 | 6 | -3 | -5
CCCNC(=O)N1CCC2(CC1)OCCO2 | 1 | 8 | 1.3 | -4 | -3 | 10 | 6 | -6
CCC(=Nc1ccc(OC)cc1OC)c1c(O)n(C2CCCCC2)c(=O)[nH]c1=O | -1 | -6 | 11 | -6 | 2 | 17 | 16 | -7
CCCCn1c(=O)c(C(=O)NCc2ccccc2OC)c(O)c2ccccc21 | 0 | 1 | 2.0 | -4 | 4 | 19 | 7 | -9
CC(Cc1ccccc1)NCC(=O)Nc1cc(N(C)C)nc2ccccc12 (centres undefined) | -1 | -6 | 6.8 | -3 | 32 | 15 | 4 | -2
O=C(O)c1cccc(N=Nc2c(O)[nH]c(=O)[nH]c2=O)c1 | 0 | 1 | 1.3 | 5 | 10 | 6 | -5 | 4

Sorted by molecular weight (lowest first): part of the list above
SMILES | NR3A LBD binder | CXCR6 inh | MPTP inh | APOBEC3A inh | Gli-Sufu antag | CCR6 antagonist | EBI2 block | APOBEC3G inh
CCN(CC)c1ccc(/C=C/[N+](=O)[O-])cc1 | 1 | 40* | 12 | -1 | -2 | 44 | 0 | -9
COc1cc(C=C2C(=O)NC(=O)NC2=O)ccc1O | 7 | 0 | -1.9 | 1 | -1 | -3 | 9 | -3
COc1cc(C(=O)OC2C[C@H]3CC[C@@H](C2)N3C)ccc1O (some centres undefined) | 0 | 1 | 6.6 | -4 | 34 | 12 | -4 | -8
CCOC(=O)C1(CCc2ccccc2)CCN(CC(O)CO)CC1 (centres undefined) | 4 | -1 | 0.1 | 0 | 6 | -3 | -2 | -5
CC(Cc1ccccc1)NCC(=O)Nc1cc(N(C)C)nc2ccccc12 (centres undefined) | -1 | -6 | 6.8 | -3 | 32 | 15 | 4 | -2
CCN(CC)CCCN=C(C)c1c(O)n(-c2ccc(C)cc2)c(=O)[nH]c1=O | -1 | -4 | -1.3 | -7 | 5 | 6 | -3 | -5
CCC(=Nc1ccc(OC)cc1OC)c1c(O)n(C2CCCCC2)c(=O)[nH]c1=O | -1 | -6 | 11 | -6 | 2 | 17 | 16 | -7

Carrying on:
SMILES | NR3A LBD binder | CXCR6 inh | MPTP inh | APOBEC3A inh | Gli-Sufu antag | CCR6 antagonist | EBI2 block | APOBEC3G inh
CC1NC(=O)NC(=O)C1Br (centres undefined) | 2 | 4 | -1.2 | . | 0 | 8 | -8 | .
COc1ccc(Oc2cc(NC(=O)c3nn(C)cc3[N+](=O)[O-])cc([N+](=O)[O-])c2)cc1 | 15* | 3 | -0.2 | 0 | -3 | 12 | 9 | -3
CCn1nc(/C=C/c2ccccc2)nc2c(=O)n(C)c(=O)nc1-2 | -1 | -2 | 1.4 | -3 | 91* | 27 | 24 | -8
O=C1NC(=O)N(c2ccc(F)cc2)C(=O)/C1=C/c1ccsc1 | -2 | 4 | -0.2 | 1 | -2 | 12 | -8 | 5
Cc1ccccc1-n1c(CNc2ccccc2)nc2ccccc2c1=O | 1 | -6 | -0.9 | -3 | 2 | 17 | -22 | -6
O=C(Nc1ccccc1)c1c(O)c2c(n(Cc3ccco3)c1=O)CCCC2 | 1 | 6 | 0.0 | -4 | 2 | -2 | 10 | -6
CNC(=O)Oc1ccc(N(C)C)cc1C(C)C | 2 | -2 | 0.3 | 0 | -9 | -6 | -3 | 0
CCC(=O)c1cn(Cc2ccc(C#N)cc2)c2ccccc12 | 1 | -6 | 0.0 | -2 | -4 | -1 | 6 | -2
COc1ccccc1N1C(=O)NC(=O)/C(=C/c2ccc3c4c(cccc24)CC3)C1=O | -2 | -12 | 12 | 11 | -4 | 12 | -20 | 0
CCOP(=O)(OCC)C(NC(=O)c1ccccc1C)C(Cl)(Cl)Cl (centres undefined) | -1 | -4 | -2.8 | 1 | -5 | -2 | -9 | -4
COc1cc(C=C2C(=O)NC(=O)NC2=O)ccc1OCc1ccc([N+](=O)[O-])cc1 | -3 | 2 | -0.9 | . | -28 | 1 | 2 | .
CCOC(=O)CN1C(=O)C2(C(C#N)=C(N)Oc3ccccc32)C(C(=O)OC)=C1C (centres undefined) | 0 | -4 | -0.9 | 3 | -1 | -17 | -3 | -2
Cn1c(=O)c2c(nc(-c3ccc(N(CCCl)CCCl)cc3)n2C)n(C)c1=O | 1 | -2 | -0.2 | . | 0 | -5 | -2 | .
COc1cc2c3cc1Oc1c(OC)c(OC)cc4c1[C@H](Cc1ccc(cc1)Oc1cc(ccc1O)C[C@H]3N(C)CC2)N(C)CC4 | 1 | 5 | -1.6 | -1 | 18 | 42 | 10 | -8
CCCSc1nc(O)c(CC)c(=O)n1C(C)CC (centres undefined) | 1 | -3 | 0.1 | -9 | 2 | -7 | -15 | -6
O=C1NC(=O)N(Cc2ccco2)C(=O)/C1=C/C=C/c1ccco1 | 2 | 7 | 0.1 | 96 | 0 | 18 | -1 | 88
CN(C)CCSC1c2ccccc2CSc2ccccc21 (centres undefined) | -1 | 5 | -1.4 | -5 | 9 | 12 | -2 | -10
COC(=O)C1=C(c2c(C)noc2C)C[C@@H]2CC[C@H]1N2C(=O)N1CCCC1 | -2 | 4 | -0.2 | -2 | 1 | 1 | -8 | -5
CC12CN3CC(C)(CN(C1)C3c1ccncc1)C2=O (centres undefined) | 0 | -1 | -3.1 | -1 | -1 | -21 | 0 | 1
CCc1c(C)nc(N)nc1N1N=C1SC | -1 | 3 | -1.4 | 1 | -1 | 4 | 1 | -5
O=C1CC(N2CC=C(c3ccc(F)cc3)CC2)C(=O)N1c1ccc(F)cc1 (centres undefined) | -1 | 1 | 0.0 | 6 | 6 | 6 | -33 | -1
COc1cccc(OP(=O)(Nc2ccccc2)Oc2cccc(OC)c2)c1 | 1 | 6 | 0.3 | 4 | -3 | 9 | -18 | 2
NCCc1ccc(S(N)(=O)=O)cc1 | 0 | -7 | -0.1 | 1 | -7 | -9 | -16 | -9
CN1CCN(c2ncnc3c2cnn3C)CC1 | 3 | 13 | 1.5 | -1 | 7 | -2 | -14 | 3
CC1([N+](=O)[O-])COP(=O)(Nc2ccc(Cl)cc2)OC1 (centres undefined) | 1 | -5 | 0.0 | . | -1 | -3 | 5 | .
Cc1ccc(C(C)C)c(OCC(=O)N2CCN(Cc3nc4cc([N+](=O)[O-])ccc4n3C)CC2)c1 | 0 | 7 | -0.3 | -4 | -1 | 17 | -1 | -5
Oc1c(Br)cc(-c2ccccc2)cc1Br | -3 | -2 | 5.3 | . | 6 | 9 | 0 | .
Cc1ccc(Cn2nc(C(=O)Nc3ccc(Br)cc3)cc2C)cc1 | -18 | -9 | 31 | 2 | -4 | 11 | 4 | 0
C/C=C1\CN2[C@H]3C[C@@]45c6ccccc6N(C)[C@H]4[C@@H]2CC1C3[C@H]5O (some centres undefined) | 0 | -2 | -1.0 | -6 | 7 | -1 | 2 | -8
Cc1cccc(N2C(=O)CC(=O)NC2=O)c1 | -1 | -2 | 1.3 | -3 | 4 | -7 | 1 | -3
O=C(NCc1cccnc1)Nc1ccccc1Cl | 1 | -6 | -1.2 | -4 | -4 | 1 | 2 | -5
Nc1ccccc1C(=O)OCCc1ccccc1 | 0 | 4 | 0.5 | -3 | -132 | 7 | 12 | -8
N#CC(C#N)=Cc1ccc(O)c(O)c1 | -11 | 28 | 3.0 | 1 | -10 | 46 | 4 | 0
CC1CC(OP(O)(=S)c2ccc(N(C)C)cc2NC(=O)c2cccs2)CC(C)(C)C1 (centres undefined) | -10 | 1 | -1.0 | -3 | -23 | 0 | -7 | -4
O=C(CCCc1ccccc1)NCCc1cnc[nH]1 | -3 | 4 | -0.8 | -10 | 8 | 9 | 0 | -14
COc1ccccc1N1CCN(Cc2ccccc2)CC1 | 0 | -4 | 0.6 | 2 | 12 | 14 | -4 | -2
CN(C)c1ccc(/C=C2\C(=O)NC(=O)N(CCc3ccc(F)cc3)C2=O)cc1 | 2 | 2 | 8.2 | -6 | 5 | 2 | 2 | -9
COC(=O)c1ccc(CC(C(=O)c2ccccc2)N(C)C)cc1 (centres undefined) | 0 | -5 | 1.2 | 3 | -10 | 6 | 3 | -4
CCN(CC)CCCN=C(C)c1c(O)n(-c2ccccc2)c(=O)[nH]c1=O | -4 | -1 | -2.3 | 1 | 0 | -10 | 7 | -8
Cc1ccc2nc(N3CCC(C(=O)N4CCC5(CC4)OCCO5)CC3)sc2c1 | 0 | -11 | 1.5 | 0 | -5 | -2 | 25 | -3
O=c1c2ccccc2nc(CSc2ncnc3nc[nH]c23)n1-c1ccccc1 | -1 | 0 | -0.2 | 0 | -3 | 13 | -11 | -3
COC(=O)C1=Nc2ccccc2/C1=C\c1c(O)n(C)c(=O)n(C)c1=O | 1 | -9 | 25 | -4 | 6 | 1 | -6 | -7
CC12C=CC(=O)C=C1CCC1C2C(O)CC2(C)C1CCC2(C)O (centres undefined) | 1 | -7 | -0.1 | . | 1 | 4 | -8 | .
CCOC(=O)C(O)(c1ccc(N=Cc2ccccc2O)c(C)c1)C(F)(F)F (centres undefined) | 0 | 7 | -0.2 | -2 | -10 | 1 | -9 | -5
CCOC(=O)C1=C(NC(=S)NC(=O)c2ccccc2)c2ccccc2CC12CCCC2 | 0 | 18 | -1.2 | . | -1 | 37 | 12 | .
CC(C(=O)Nc1ccc(Cl)cc1Cl)N1CC=C(c2ccccc2)CC1 (centres undefined) | 2 | 4 | 2.1 | -2 | -3 | 24 | 6 | -9
Cc1cc(=O)n(-c2ccccc2)n1-c1ccccc1 | 1 | -3 | 9.6 | -2 | 1 | 3 | -19 | -3
O=P1(Nc2ccc(F)cc2)COc2ccccc2OC1 | -1 | 2 | -0.8 | -4 | -9 | -1 | 4 | -8
CCOc1ccccc1OCC(=O)Nc1ccc(Cl)cc1C(=O)c1ccccc1 | -2 | 6 | 1.9 | 0 | -6 | 19 | 8 | -5
CN(C)C1(c2nnnn2-c2ccc(Cl)cc2)CCCCC1 | 3 | 3 | -1.0 | 1 | 10 | 1 | 3 | 0
O=c1[nH]c(=O)n(Cc2ccco2)c(O)c1C=NC1CC1 | 0 | 2 | 4.1 | -4 | -10 | 9 | 0 | -3
